H69AR growth 86K – blocks growth of human H69AR lung tumor cells. H69AR lung tumor viability, ATP luminescence, 72 h; hits give low values. viability, % at 10 µM. 85,000 compounds, 6% hits. AID 598;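 active = viability at or below 40%; inactive = viability above 40%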;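 also: multidrug resistant small cell line overexpressing MRP-1 efflux transporter; 100% = mean luminescence of untreated control wells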
S1P2 antag – antagonists of human S1P2 receptor | cell-based S1P2 antagonist assay, inhibition at 5 uM | inhibition, % at 5 µM | 97,000 compounds, 0.21% hits; in the data active = inhibition above about 45%;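 also: CRE beta-lactamase reporter cells expressing human S1P2 stimulated with S1P; 0% = agonist at EC80 alone and 100% = agonist plus reference antagonist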
Target sequence (O95136 whole entry, looked up): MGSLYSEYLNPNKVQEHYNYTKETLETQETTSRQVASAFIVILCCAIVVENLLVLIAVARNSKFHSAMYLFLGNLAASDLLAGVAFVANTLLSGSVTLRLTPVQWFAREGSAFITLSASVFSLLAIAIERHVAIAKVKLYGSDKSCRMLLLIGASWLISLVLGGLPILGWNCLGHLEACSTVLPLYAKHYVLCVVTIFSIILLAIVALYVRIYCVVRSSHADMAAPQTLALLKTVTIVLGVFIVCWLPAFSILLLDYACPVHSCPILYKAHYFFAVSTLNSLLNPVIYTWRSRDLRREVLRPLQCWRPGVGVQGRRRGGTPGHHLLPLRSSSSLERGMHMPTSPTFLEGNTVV
PostGolgi ctrl – yeast control strain growth, post-Golgi counter-screen; efflux-deficient yeast background strain, growth absorbance A615, 16 h; inhibition, % at 10 µM; 98,000 compounds, 5% hits; AID 738; in the data active = inhibition above about 30%
sEH activator – activators of human soluble epoxide hydrolase | AID 717 | 91,000 compounds, 0.04% hits | activation, % at 2 µM | purified human sEH enzymatic activity, activator screen; in the data active = activation above about 37%; also: values of inactives mirror those of a sister screen read the other way
Target sequence (P34913 whole entry, looked up): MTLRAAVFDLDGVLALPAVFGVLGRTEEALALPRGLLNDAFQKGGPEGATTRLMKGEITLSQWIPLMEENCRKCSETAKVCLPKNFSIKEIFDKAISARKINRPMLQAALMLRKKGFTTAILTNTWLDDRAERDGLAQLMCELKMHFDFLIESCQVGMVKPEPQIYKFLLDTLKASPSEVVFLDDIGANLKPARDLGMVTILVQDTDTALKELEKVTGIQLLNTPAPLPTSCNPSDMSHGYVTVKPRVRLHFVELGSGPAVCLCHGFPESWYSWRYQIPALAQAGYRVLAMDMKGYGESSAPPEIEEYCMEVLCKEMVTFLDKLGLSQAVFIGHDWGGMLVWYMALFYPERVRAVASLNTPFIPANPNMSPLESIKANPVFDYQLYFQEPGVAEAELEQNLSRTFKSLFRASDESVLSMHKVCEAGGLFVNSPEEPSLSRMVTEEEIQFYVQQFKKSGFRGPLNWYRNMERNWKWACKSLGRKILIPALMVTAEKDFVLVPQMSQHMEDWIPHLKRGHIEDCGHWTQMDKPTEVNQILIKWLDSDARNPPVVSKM
PTPN22 act – activators of human LYP (PTPN22) phosphatase. activation, % at 2 µM. 96,000 compounds, 0.11% hits. AID 697. recombinant LYP, DiFMUP fluorescence; 0 = plate median, 100 = signal doubled;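 active = activation at 2 µM above a set limit, the mean plus 5 SD, cut at about 37% in these data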
HUVEC prolif 384 – inhibitors of human endothelial cell proliferation; HUVEC proliferation, CellTiter-Glo luminescence, 72 h; hits give low values; viability, % at 10 µM (by protocol); 86,000 compounds, 1.1% hits; AID 648;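 active = viability at or below 30%; inactive = viability above 30%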;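 also: 100% = median luminescence of DMSO-only cell control wells on each plate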
S1P2 ag – activates the human S1P2 receptor; S1P2-expressing cell line, agonist reporter read-out; O95136; 97,000 compounds, 0.46% hits; activation, % at 4.5 µM; in the data active = activation above about 16%;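 also: 0% = vehicle low control and 100% = maximal reference agonist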
sEH inhibitor – blocks human soluble epoxide hydrolase activity | inhibition, % at 2 µM | 91,000 compounds, 0.34% hits | recombinant human sEH enzymatic activity assay | P34913; in the data active = inhibition above about 80%; also: values of inactives mirror those of a sister screen read the other way; many of its hits are not listed in these tables
Fibroblast inh – blocks proliferation of human lung fibroblasts; 85,000 compounds, 1.1% hits; viability, % at 10 µM; LL 47 human lung fibroblast viability, ATP luminescence; hits give low values;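 active = viability at or below 50% in the single dose screen; inactive = viability above 50%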;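 also: compound exposure lasted 72 h before the ATP readout; 100% = median luminescence of untreated cell-only wells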
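Material: Human LL 47 lung fibroblast cells | Input: 1,150 cells/well | Buffer or medium: IMEM plus 15% FBS | Compound dosing: 0.1% DMSO in all compound wells | Times: Overnight cell rest, 72 h compound treatment at 37 °C | Signal: CellTiter-Glo luminescence measuring cellular ATP | Measure: % viability versus median cells-only luminescence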
Active calls of the source: *; . = no result given.

SMILES	H69AR growth 86K	S1P2 antag	PostGolgi ctrl	sEH activator	PTPN22 act	HUVEC prolif 384	S1P2 ag	sEH inhibitor	Fibroblast inh
COn1c(SC(C)C)nc2ccccc2c1=O	92	-4	34*	2	12	110	2	0	94
CC(C)Sc1nc(C(F)(F)F)cc(=O)n1-c1ccccc1	.	18	14	1	5	.	-2	2	.
Cn1nnc2cc(C(=O)N3CCSCC3)ccc21	85	16	16	-7	-10	89	-10	5	100
O=C(O)CN(Cc1ccco1)S(=O)(=O)c1ccc(F)cc1	97	10	11	-1	-2	103	-7	3	103
Cc1nc2sc(C(c3ccc(Cl)cc3)N3CCN(C(=O)c4ccco4)CC3)c(O)n2n1 (configuration not stated)	95	26	5	-10	-3	104	-10	13	109
Cn1c(=O)c2c(nc(SCCN3CCCCC3)n2Cc2ccc(Cl)cc2)n(C)c1=O	59	10	22	0	1	77	-6	4	81
C=CCNC(=O)c1ccc(-c2nc(-c3ccccc3)cs2)cc1	.	9	5	12	0	.	-6	-12	.
Cc1nc2ccccc2nc1CSc1nnc(N)s1	92	-13	13	16	7	95	-4	-12	97
Clc1ccc(Sc2cnc3ccccc3n2)cc1	93	-7	7	4	-3	103	-4	-3	98
O=C(CCC(=O)N(c1ccccc1)C(C(=O)NC1CCCC1)c1ccncc1)Nc1cccnc1 (configuration not stated)	93	-5	3	15	-4	88	0	-16	113
COc1ccc(-c2nc3c(c(=O)n(C)c(=O)n3C)n2CC2CC(c3ccccc3)=NO2)cc1OC (configuration not stated)	6.3*	5	.	-5	-3	75	-2	5	103
CCCc1ncc(C(O)c2cccc(OC)c2OC)n1C (configuration not stated)	93	14	8	-4	4	98	-9	6	100
COc1ccc(C(=O)N2CCN(Cc3ccccc3C)CC2)cc1OC	89	-13	4	-4	4	96	-4	6	98
c1ccc(OCCOc2ccccc2-c2nnco2)cc1	98	-19	17	25	-9	98	-4	-25	.
CCOC(=O)N/N=C\c1ccc([N+](=O)[O-])o1	79	0	-1	-3	-9	103	-12	5	94
CSc1nc2ccc(NC(=O)C3CCCO3)cc2s1 (configuration not stated)	96	-9	5	3	5	91	-2	0	103
COc1cc(NC(=O)CCN2CCN(c3ccccc3F)CC2)cc(OC)c1	76	.	12	.	.	96	.	.	104
Cc1ccc(CNn2cnnc2SCC(=O)NC(C)(C)C)cc1	98	16	4	-5	-2	105	-3	5	102
Cn1c(=O)n(C)c2cc(C(N)=O)ccc21	90	-33	-3	9	11	106	-5	-6	104
CC(C)N1C(=O)CCC1C(=O)NCCc1ccccc1 (configuration not stated)	106	-3	7	.	19	103	-7	.	.
c1ccc2c(c1)ncn2CCOCCOCCn1cnc2ccccc21	79	-16	.	2	3	89	-2	3	98
CCOC(=O)N1CCC(N2Cc3cccc(C(=O)O)c3C2=O)CC1	102	.	0	.	.	85	.	.	88
Cc1cc(Cl)c(S(=O)(=O)N2CCCCCC2)cc1OCC(N)=O	107	15	17	-9	-2	86	-5	7	94
Cc1cc(C)cc(NC(=O)CSc2nnc(-c3ccc(S(=O)(=O)N4CCCC4)cc3)o2)c1	83	-12	10	-12	-3	90	-7	13	98
CCCCCC(=O)N(O)C1CC(=O)N(c2ccccc2)C1=O (configuration not stated)	35*	31	1	12	0	97	-8	-14	101
Additional structures.
SMILES	H69AR growth 86K	S1P2 antag	PostGolgi ctrl	sEH activator	PTPN22 act	HUVEC prolif 384	S1P2 ag	sEH inhibitor	Fibroblast inh
CCc1nnc(NC(=O)CSc2ncnc3c2cnn3-c2ccc(OC)cc2)s1	.	10	-10	7	-6	.	-7	-6	.
C=C(C)n1c(=O)[nH]c2ccccc21	80	-1	-2	3	5	98	0	-6	101
COc1ccc(C2C(C(=O)N3CC(C)CC(C)C3)c3ccccc3C(=O)N2C)cc1 (configuration not stated)	69	1	3	-2	4	92	-4	0	100
CSc1nsc(SC)c1NC(=O)N1CCCC1	.	9	8	-8	12	.	-5	6	.
COc1ccc(N2C(=O)C3C4c5ccccc5C(C=Nc5ccc(C)cc5C)(c5ccccc54)C3C2=O)cc1 (configuration not stated)	.	9	.	26	-1	.	-2	-23	.
CCC1CCCCN1CCCNC(=O)C1CCN(S(=O)(=O)N2CCCCC2)CC1 (configuration not stated)	103	-5	27	-4	-1	108	-2	3	101
NC(=O)c1cnn2c(C(F)(F)F)cc(-c3ccccc3)nc12	89	-2	4	20	7	97	-2	-24	107
CCSc1nnc(NC(=O)CSc2nccn2-c2cccc(C)c2)s1	94	-1	13	2	3	109	-8	-2	116
Cc1cc2ncn(-c3ncnc4sc5c(c34)CCC(C)C5)c2cc1C (configuration not stated)	.	2	70*	-14	6	.	-3	17	.
O=C(O)c1ccc(-n2nnnc2SCc2ccccc2)cc1	106	-3	0	-6	-1	87	-7	5	103
Cc1ccnc(Sc2ncccc2[N+](=O)[O-])n1	86	-19	10	11	10	93	-1	-11	95
CC(=O)c1cn(CC(=O)NCc2ccco2)c2ccccc12	79	20	3	-6	6	105	-1	8	101
CCOC(=O)c1c(-c2ccccc2)oc2ccc(O)c(CN(C)C)c12	10*	-24	5	2	7	55	-1	-5	73
NC(=O)CSc1ncnc2c1oc1ccccc12	91	-26	13	8	2	104	-6	-4	99
COc1cc(C(=O)OCC(=O)NCc2ccccc2)cc(NC(=O)c2ccco2)c1OC	85	-38	15	-1	-5	95	1	2	94
CC1(C)N=C(c2ccccc2)C(=O)N1	101	0	6	-3	-1	102	-2	0	101
Nc1ncncc1-c1ccc([N+](=O)[O-])cc1	.	0	8	2	12	.	-6	1	.
Cn1c(C(O)c2ccc3c(c2)OCO3)nc2ccccc21 (configuration not stated)	112	15	0	0	-15	96	-2	0	94
CCCCCCOC(=O)/C=C/c1c(C)[nH]c(=O)[nH]c1=O	.	7	-1	-8	-4	.	-7	11	.
CCOC(=O)N1CCN(S(=O)(=O)c2cccc3nsnc23)CC1	85	.	-3	.	.	104	.	.	95
Clc1ccc(-c2nnc(N3CCCC3)nn2)cc1	106	17	14	-26	9	100	-9	27	93
COC(=O)CCCC[C@@H]1SC[C@@H](NC(=O)OC)[C@@H]1NC(=O)OC	99	-1	.	2	-16	91	-5	1	103
COC(=O)c1c(C(=O)OC)c2oc3ccccc3n2c1Cl	81	-26	6	2	-13	100	-3	-1	100
COc1ccc(C(=O)/C=C2/c3ccccc3CC(C)(C)N2C)cc1	.	-16	-1	22	8	.	1	-18	.
CCc1nnc(NC(=O)CSc2ncc(-c3ccccc3)n2CC)s1	73	3	22	1	4	100	-5	-3	100
The results go on:
SMILES	H69AR growth 86K	S1P2 antag	PostGolgi ctrl	sEH activator	PTPN22 act	HUVEC prolif 384	S1P2 ag	sEH inhibitor	Fibroblast inh
CCOC(=O)c1c(C)n(OC)c2ccc3c(no[n+]3[O-])c12	94	-2	2	-7	2	91	2	6	108
Cc1ccc(N2C(=O)C(CN(C)C)C2c2ccccc2)cc1 (configuration not stated)	.	23	8	8	1	.	-4	-11	.
Cc1ccc(-n2nc(C)c3c(C)cc(=O)[nH]c32)cc1	92	0	6	-5	-5	85	-8	3	100
Clc1ccc(C2=Nn3c(nnc3-c3n[nH]c4c3CCC4)SC2)cc1	15*	6	16	-8	-5	57	-2	6	53
O=C(Nc1ccc(O)cc1C(=O)O)c1cccc(Br)c1	101	.	3	.	.	88	.	.	90
COCCn1c(SCC(=O)N2CCCC2)nnc1-c1ccoc1C	96	-2	11	19	9	94	-5	-22	107
COc1ccccc1C(=O)N1CCN(S(=O)(=O)Cc2ccccc2)CC1	105	-2	5	.	-5	115	-7	.	98
Cc1cccc(NC(=O)/C(=C\c2cccs2)NC(=O)c2ccccc2)c1	.	-4	1	14	6	.	-5	-15	.
COC(=O)Cc1n[nH]c(=S)[nH]c1=O	85	10	14	-6	4	95	-4	6	97
O=P(O)(CP(=O)(c1ccccc1)c1ccccc1)c1ccccc1O	102	-4	-3	-9	-6	97	-15	10	101
COc1ccc(N2CCN(S(=O)(=O)c3ccc(Br)s3)CC2)cc1	105	-3	-10	13	-4	74	-9	-14	105
CN1C(=O)CSc2ccc(NC(=O)NCCC3=CCCCC3)cc21	75	9	-9	-77	4	70	-4	77	98
Cc1ccccc1OC(C)C(=O)NC1CCCC1 (configuration not stated)	89	2	0	3	-12	95	-3	1	97
CC1Cc2ccccc2N1C(=O)CCS(=O)(=O)c1cccc2nonc12 (configuration not stated)	76	.	9	.	.	96	.	.	92
COc1ccccc1CN(Cc1nc2ccccc2c(=O)[nH]1)C(=O)Nc1ccccc1	80	19	14	1	7	90	-5	-3	91
Cc1ccc(S(=O)(=O)N2CCCC(C(=O)Nc3ccc(NC(=O)c4ccccn4)cc3)C2)cc1 (configuration not stated)	21*	-4	.	-9	-11	75	-4	10	76
CCOc1ccc(NC2CCN(C(C)=O)CC2)cc1	101	0	1	2	15	95	-9	-3	94
CC1CCC2(CC1)NC(=S)N(c1ccccc1)N2 (configuration not stated)	92	0	3	-2	-1	45	-4	-4	96
CN(Cc1ccccc1)C(=O)Nc1ccccc1	96	-2	1	-1	-4	91	-3	3	90
O=C(O)CCc1ccc(-c2ccc(Br)cc2)o1	100	-13	0	0	10	90	-10	1	98
O=C(CCN1C(=O)COc2ccccc21)NCCCN1CCc2ccccc2C1	82	-44	13	6	-11	101	1	-7	98
CC(=O)Oc1ccc2c(c1)OC(c1ccccc1)CC21CC(C)(C)NC(=S)N1 (configuration not stated)	90	-1	7	5	2	98	0	-4	103
CCOC(=O)c1c(N)sc(C(C)=O)c1C	93	-13	-1	-12	13	78	-5	11	92
CCOC(=O)c1c(C(F)(F)F)nc2ncccn12	106	-41	4	-13	7	101	-1	14	97
CCCCC(CC)Cn1c2nc3ccccc3nc2c2c(=N)oc(C)nc21 (configuration not stated)	90	-211	72*	-2	-25	2.5*	0	5	75

Full records, looked up by structure. Values in the order: H69AR growth 86K | S1P2 antag | PostGolgi ctrl | sEH activator | PTPN22 act | HUVEC prolif 384 | S1P2 ag | sEH inhibitor | Fibroblast inh
Listed for CC1Cc2ccccc2N1C(=O)CCS(=O)(=O)c1cccc2nonc12 (configuration not stated) : 76 | . | 9 | . | . | 96 | . | . | 92
Listed for Clc1ccc(C2=Nn3c(nnc3-c3n[nH]c4c3CCC4)SC2)cc1 : 15* | 6 | 16 | -8 | -5 | 57 | -2 | 6 | 53

The main list resumes with the 4 entries that preceded the break.
SMILES	H69AR growth 86K	S1P2 antag	PostGolgi ctrl	sEH activator	PTPN22 act	HUVEC prolif 384	S1P2 ag	sEH inhibitor	Fibroblast inh
CC(=O)Oc1ccc2c(c1)OC(c1ccccc1)CC21CC(C)(C)NC(=S)N1 (configuration not stated)	90	-1	7	5	2	98	0	-4	103
CCOC(=O)c1c(N)sc(C(C)=O)c1C	93	-13	-1	-12	13	78	-5	11	92
CCOC(=O)c1c(C(F)(F)F)nc2ncccn12	106	-41	4	-13	7	101	-1	14	97
CCCCC(CC)Cn1c2nc3ccccc3nc2c2c(=N)oc(C)nc21 (configuration not stated)	90	-211	72*	-2	-25	2.5*	0	5	75
Cc1nc(S(=O)(=O)c2ccc(Cl)cc2)nc2c1CCC2	.	16	8	19	-6	.	-2	-17	.
Cc1cc(C)n(-c2ccc(C(=O)NCc3ccc4c(c3)OCO4)cc2)n1	103	.	6	.	.	106	.	.	102
O=c1c2ccccc2nc(SCc2nc3ccccc3s2)n1Cc1ccco1	33*	-11	14	-9	6	42	-1	11	60
NC(=O)C(c1ccccc1)C1CCCC1 (configuration not stated)	93	-7	7	-4	-1	97	-5	4	104
Cc1ccc(Cn2c(SCC(N)=O)nc3c2c(=O)n(C)c(=O)n3C)cc1	88	-22	7	4	-1	104	-2	-4	101
CC(=O)Nc1cccc(Oc2ccc(-c3noc(C)n3)cc2)c1	81	-40	28	12	5	106	-4	-11	97
C(=C\CSc1nnnn1-c1ccccc1)/CSc1nnnn1-c1ccccc1	.	13	30	-2	0	.	-10	1	.

Three compounds already listed, arranged by the value under S1P2 antag, rising:
Molecule | S1P2 antag | sEH activator | PTPN22 act | S1P2 ag | sEH inhibitor
Cc1ccc(Cn2c(SCC(N)=O)nc3c2c(=O)n(C)c(=O)n3C)cc1 | -22 | 4 | -1 | -2 | -4
C(=C\CSc1nnnn1-c1ccccc1)/CSc1nnnn1-c1ccccc1 | 13 | -2 | 0 | -10 | 1
Cc1nc(S(=O)(=O)c2ccc(Cl)cc2)nc2c1CCC2 | 16 | 19 | -6 | -2 | -17

These rows are one share of the data (hit frequency here may not be typical).
